Source: PubChem BioAssay
Granule exo inh – blocks lytic granule exocytosis; TALL-104 LAMP-1 surface exposure, flow cytometry; cells stimulated with thapsigargin and PMA; inhibition, % at 10 µM; actives 0.66% (n = 360,000); AID 651702;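 active = inhibition above about 55%, limit read from the data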
PDI inh – inhibitors of human protein disulfide isomerase | inhibition, % at 10 µM | actives 0.052% (n = 350,000) | PDI insulin aggregation turbidity, A650, 90 min | P07237 | AID 588391;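 active = mean inhibition across replicates of 30% or more, whatever share of single replicates reach that level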;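 also: absorbance from insulin aggregation driven by PDI reduction with DTT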
H9c2 protect – modulators protecting cardiomyocytes from myocardial damage; actives 0.63% (n = 360,000); protection from H2O2 cell death, % at 20 µM; H9c2 cardiomyocytes, H2O2 injury protection, ATPLite, 2 h;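 active = compounds giving at least 50% protection of heart cells from peroxide-induced death in the single-dose screen, raw or plate-pattern-corrected value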;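 also: 0% = DMSO wells with peroxide and 100% = DMSO wells without peroxide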
m5-HT2A agonist – agonists of mouse serotonin 5-HT2A receptor (HTR2A). P35363. CHO-K1 mHTR2A beta-arrestin complementation, luminescence; percent of 30 µM serotonin response. activation, % at 7.6 µM. actives 0.66% (n = 360,000). AID 624169;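 active = activation above a run cutoff, the mean activation of all tested compounds plus 3 SD, cut at about 14% in these data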;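 also: 0% = plate median of compound wells and 100% = 30 µM serotonin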
Target sequence (P35363 whole entry, looked up): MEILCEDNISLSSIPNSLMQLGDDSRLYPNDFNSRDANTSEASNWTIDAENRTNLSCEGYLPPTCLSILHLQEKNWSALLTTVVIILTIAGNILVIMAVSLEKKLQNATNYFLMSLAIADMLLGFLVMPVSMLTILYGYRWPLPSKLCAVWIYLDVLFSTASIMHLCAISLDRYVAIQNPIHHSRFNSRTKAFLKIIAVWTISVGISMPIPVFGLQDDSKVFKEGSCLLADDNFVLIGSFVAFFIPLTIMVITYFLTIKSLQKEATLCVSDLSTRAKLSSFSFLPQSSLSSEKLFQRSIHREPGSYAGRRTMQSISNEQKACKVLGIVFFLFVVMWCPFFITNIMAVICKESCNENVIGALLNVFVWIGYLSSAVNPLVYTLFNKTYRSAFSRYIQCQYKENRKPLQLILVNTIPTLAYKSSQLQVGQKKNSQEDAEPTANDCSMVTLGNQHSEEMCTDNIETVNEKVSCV
ABHD5 PLIN5 PPI – blocks binding of human ABHD5 to perilipin-5 | Q00G26+Q8WTS1 | Split G. princeps luciferase complementation, luminescence, 4 h | inhibition, % at 4 µM | actives 0.78% (n = 360,000);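 active = inhibition above the mean inhibition across every tested compound plus 3 SD, cut at about 22% in these data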;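 also: 0% = DMSO only wells and the 100% control is not disclosed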
ABCB6 inh 2 – inhibitors of human ABC transporter ABCB6; fluorescence ratio to DMSO, % at 10 µM; Q9NP58; AID 602162; actives 0.19% (n = 360,000); K562-ABCB6 porphyrin accumulation, flow cytometry, 1 h; hits give low values;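 active = fluorescence ratio to DMSO below 75%, the collection mean minus 3 SD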;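 also: signal is porphyrin accumulated inside mitochondria; 100% equals median channel fluorescence of DMSO control wells; lower ratio means ABCB6 inhibition with less porphyrin fluorescence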
Glyco luc inh – blocks N-linked glycosylation in D54 reporter cells. D54 ERlucT glycosylation luciferase reporter, 24 h; percent of 100 nM tunicamycin response. actives 0.23% (n = 360,000). AID 588692. reporter increase, % at 12.5 µM;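 active = mean luciferase reporter signal, scaled so untreated is 0 and the glycosylation-blocking control 100, at or above a set limit in every replicate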;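 also: luciferase carries N-glycosylation sites so blocking glycosylation raises the light; 0% = median of neutral control wells and 100% = median of 100 nM tunicamycin wells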
MC4R antag cAMP – human MC4R antagonism in cAMP assay; AID 540295; P32245; actives 0.48% (n = 360,000); MC4R-expressing cells, MTII-stimulated cAMP, LANCE TR-FRET; inhibition, % at 6.5 µM;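 active = inhibition above its plate's cutoff, the mean of tested wells on that plate plus 3 SD, cut at about 29% in these data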;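 also: 0% = Melanotan II alone and 100% = Melanotan II plus saturating MCL0020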
Target sequence (P32245 whole entry, looked up): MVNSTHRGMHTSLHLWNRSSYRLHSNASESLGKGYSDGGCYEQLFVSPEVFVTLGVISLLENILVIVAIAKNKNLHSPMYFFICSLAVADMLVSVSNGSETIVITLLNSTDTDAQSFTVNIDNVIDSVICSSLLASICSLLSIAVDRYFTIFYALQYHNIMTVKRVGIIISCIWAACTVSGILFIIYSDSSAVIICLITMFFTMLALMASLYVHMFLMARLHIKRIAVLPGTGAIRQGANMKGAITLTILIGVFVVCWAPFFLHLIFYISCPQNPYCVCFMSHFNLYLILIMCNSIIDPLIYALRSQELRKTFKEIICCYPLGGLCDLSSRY
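Assay system: human MC4R-expressing U2OS cells; reagent: Melanotan II stimulation of cells; dosing: 6.5 µM single dose; timing: compound 30 min, challenge 1 h, detection 1 h; signal: TR-FRET cAMP assay; replicates: one well per compound, no replicates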
MC4R ag barr – activates human MC4R beta-arrestin recruitment; U2OS MC4R beta-arrestin complementation, luminescence; percent of melanotan II response, DMSO zero; AID 540308; actives 0.98% (n = 360,000); P32245; activation, % at 8.9 µM;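 active = activation above a per-plate cutoff, the mean activation of sample wells on that plate plus 3 SD, cut at about 8% in these data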
CaV13 ICDI inh – Primary screen for inhibitors of IQ motif and Ca2+-dependent inactivation inhibitor domain binding in CACNA1D, Förster resonance energy transfer in living cells, …; HEK cells, CFP/YFP FRET ICDI-IQ, plate reader, 10 min; percent FRET-ratio fall versus neutral wells; inhibition, % at 12.3 µM; actives 0.098% (n = 340,000);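 active = mean replicate inhibition of at least 30% and at least 1% of replicates passing that level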;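 also: 0% = median of the neutral control wells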
* = called active by the depositor; nt = not tested or not shown.

SMILES	Granule exo inh	PDI inh	H9c2 protect	m5-HT2A agonist	ABHD5 PLIN5 PPI	ABCB6 inh 2	Glyco luc inh	MC4R antag cAMP	MC4R ag barr	CaV13 ICDI inh
Cc1c(NC(=S)NC(=O)c2ccco2)c(=O)n(-c2ccccc2)n1C	-4	4	6	4	5	99	0	-3	-1.3	-5
COC(=O)N/N=C/c1cn(Cc2ccccc2Cl)c2ccccc12	-8	-6	-1	-3	-1	94	-7	1	-1.8	-18
CC(O)CNC1c2ccccc2CC1O (centres undefined)	9	-2	5	5	9	99	1	8	-3.2	-5
CCOC(=O)C1=C(N)n2c(s/c(=C\c3cccnc3)c2=O)=C(C(=O)OC)C1c1cccnc1 (centres undefined)	-1	-1	8	13	4	107	1	11	-1.4	nt
CCc1ccccc1NC(=O)c1ccc(NS(C)(=O)=O)cc1	2	16	-2	1	-1	98	1	3	-0.9	-4
CN(CC(=O)Nc1ccc(N2CCOCC2)cc1)C(=O)CCNC(=O)c1ccc(Br)cc1	-6	-2	2	9	-3	98	3	7	-2.6	-5
COCCCn1c(C)cc(C(=O)COC(=O)C23CC4CC(CC(O)(C4)C2)C3)c1C	4	-3	0	5	-2	100	-6	1	1.8	-6
COC(=O)c1cc(Cl)ccc1NCC(N)c1ccccc1 (centres undefined)	5	nt	12	5	-2	97	0	nt	nt	-10
CCCCc1ccc(NC(=O)COC(=O)c2ccc3ncsc3c2)cc1	-3	3	-3	0	-8	100	-1	8	5.7	-5
COCC(=O)Nc1cccc(-c2ccc3nncn3n2)c1	-1	3	11	5	2	95	1	6	0.0	-16
CC=CC1OCC(CC)C(CCC)O1 (centres undefined)	25	-4	1	5	15	98	-1	10	3.3	-6
O=C(/C=C/Nc1ccc(F)cc1Br)c1ccccc1	0	4	-19	1	-5	94	-17	-5	-1.8	-19
O=C(NN1C(=O)C2C3C=CC(C3)C2C1=O)c1cccc(Cl)c1 (centres undefined)	-6	19	-3	-1	-2	100	1	6	-2.8	-4
O=C(Cc1cccs1)N1CCC(c2nc3c(nnn3Cc3ccccc3Cl)c(=O)[nH]2)CC1	-5	1	8	-2	4	64*	5	-21	-0.3	-3
COc1cccc(NC(=O)N2CCCC2C(=O)NC23CC4CC(CC(C4)C2)C3)c1 (centres undefined)	-9	1	-6	6	-3	104	0	3	0.3	-4
CC(C)C[C@H](NC(=O)c1[nH]cnc1C(=O)N[C@@H](Cc1ccccc1)C(=O)OC(C)(C)C)C(=O)OCc1ccccc1	-3	0	8	6	-9	95	-6	6	-1.8	-4
CCOC(=O)C1=C(COC(=O)CNS(=O)(=O)c2ccc(C)cc2)NC(=O)NC1C (centres undefined)	-2	-6	1	-2	-4	101	0	11	-1.2	-6
CCOC(=O)c1[nH]cnc1C(=O)Nc1cccc(N)n1	-1	-2	15	-2	-3	107	4	11	-1.3	-7
CCOC(=O)C1CCN(C(=O)c2sc3nc(C)nc(N4CCC(C)CC4)c3c2C)CC1	-1	4	0	-1	5	98	1	7	0.0	-5
CCCCN(C(=O)c1ccc([N+](=O)[O-])s1)c1c(N)n(CCCC)c(=O)[nH]c1=O	0	-1	1	4	9	100	0	-2	-2.3	-6
O=C1NC(CCc2ccccc2)C(=O)N1Cc1ccccc1Cl (centres undefined)	-7	-6	6	-1	4	101	0	10	-2.0	-2
O=C(Nc1ccc(Cl)cc1)Nc1nnc(Cc2ccc([N+](=O)[O-])cc2)s1	10	-4	-8	-2	1	102	-3	12	-2.9	-3
O=C(NCCc1ccccc1)C(=O)NCC1OCCN1S(=O)(=O)c1cc(F)ccc1F (centres undefined)	-2	nt	6	-3	5	95	0	-4	-0.4	-3
CCOC(=O)C(Sc1nnc(-c2ccncc2)o1)C(C)=O (centres undefined)	-4	-4	-1	-1	-9	95	3	1	-3.4	-8
O=C(COC(=O)c1cccnc1Cl)NC(=O)NC1CCCCC1	3	6	-1	-2	-9	98	-1	6	-1.1	-6
Later entries.
SMILES	Granule exo inh	PDI inh	H9c2 protect	m5-HT2A agonist	ABHD5 PLIN5 PPI	ABCB6 inh 2	Glyco luc inh	MC4R antag cAMP	MC4R ag barr	CaV13 ICDI inh
O=C(Nc1nnc(SCc2ccccc2F)s1)C1=COCCO1	-2	11	-5	-1	-6	96	1	-3	-1.5	nt
COc1ccc(S(=O)(=O)Nc2nc3ccccc3nc2NCC2CCCO2)cc1 (centres undefined)	-3	3	0	-1	-1	98	1	-1	0.9	-2
CC(C)C[C@H]1C(=O)N2CCC[C@H]2[C@]2(O)O[C@](NC(=O)[C@@H]3C=C4c5cccc6[nH]c(Br)c(c56)CC4N(C)C3)(C(C)C)C(=O)N12 (some centres undefined)	1	4	31	41*	5	102	0	16	-1.2	-6
O=C(NCCCN1CCC(Cc2ccccc2)CC1)C1CCN(S(=O)(=O)N2CCC3(CC2)OCCO3)CC1	-2	14	-8	-2	1	91	2	5	-1.5	-4
O=C(NNC(=O)C1CC1)c1cc2cc3ccccc3nc2s1	-16	1	15	2	-3	109	-1	-5	-0.1	-14
CCN(C(=O)COC(=O)c1cccnc1Nc1ccccc1F)C1CCS(=O)(=O)C1 (centres undefined)	2	16	0	0	0	95	5	19	1.3	-5
O=C1CC(c2ccccc2)CC(=NCCO)/C1=C(\O)CCCN1C(=O)c2ccccc2C1=O (centres undefined)	-2	0	2	3	1	90	2	10	-3.1	5
COC(=O)c1sc(NC(=O)c2ccc(OC)cc2OC)nc1C	0	5	-15	1	-1	102	-19	11	-1.2	-4
COc1ccc(CC(N)c2csc(NC(=O)c3cccc(OC(F)(F)F)c3)n2)cc1 (centres undefined)	23	-6	-27	-2	0	94	-2	-12	8.9*	-12
Cc1ccc2oc(C(=O)N3CCN(c4cccc(C)n4)CC3)c(C)c2c1	-9	0	3	-2	2	98	2	6	1.5	-19
Cc1ccc(C)c(-c2[nH]ncc2CN2CCCC(CO)(Cc3ccccc3C)C2)c1 (centres undefined)	9	4	1	-8	-3	99	0	4	-1.3	-3
COc1ccc(C(=O)OCCN2CCOCC2)cc1OC	0	-5	8	-2	0	97	-5	7	-0.1	nt
NC(=O)COc1ccc(-c2noc(COc3ccccc3[N+](=O)[O-])n2)cc1	-3	0	-2	-1	1	95	1	6	-2.2	-5
Cn1c(N2CCCC2)nc2c1c(=O)n(Cc1ccc(Cl)cc1)c(=O)n2C	3	-2	-2	1	13	97	1	-2	2.2	nt
NS(=O)(=O)c1ccc(NC(=O)c2ccc3c(c2)CCCC3)cc1	-6	3	-3	5	5	106	-3	0	-0.9	0
COc1ccc(NC(=O)CSc2nnc(Cn3nnc4ccccc43)n2C)cc1	4	3	1	-2	-9	98	1	2	-1.3	-5
COc1ccc(Br)cc1CNC(=O)CCNC(=O)Cn1ccc2ccccc2c1=O	-3	-12	-6	4	4	100	-1	6	-1.0	-3
CCN(CC)CCCNC(=O)c1cn(CC)c2ccc(S(=O)(=O)N(C)C3CCCCC3)cc2c1=O	-11	-7	1	3	5	99	-1	-2	0.0	-2
CCCN1CCN(C(=O)c2oc3ccccc3c2NC(=O)C2CC2)CC1	-3	6	-5	-4	10	100	0	26	1.4	-16
COc1ccc(-c2cc3cc(C(=O)O)ccn3c2C(=O)c2ccccc2)cc1	-3	3	-3	3	-1	100	-1	16	-0.9	-6
O=C(O)c1ccc(CSc2n[nH]c(-c3ccco3)n2)cc1	7	2	-2	1	-5	97	1	0	-1.4	-4
O=C(/C=C/c1ccccc1Cl)NC(=S)Nc1ccccc1C(=O)NC1CCCCC1	-2	6	-5	0	-4	96	0	1	-3.1	-10
CN(C)c1ncnc2c1ncn2-c1ccccc1	-12	-1	-4	7	0	92	7	-2	-1.7	-6
O=C(Cc1ccc([N+](=O)[O-])cc1)NCc1ccccn1	-1	0	-4	-2	-1	97	1	4	-2.0	5
COc1cc(C(=O)NC2=NCCS2)cc(OC)c1OC	0	15	16	3	-2	86	5	3	-1.1	3

Structures above shown as hits in ABCB6 inh 2.
SMILES,Granule exo inh,PDI inh,m5-HT2A agonist,ABHD5 PLIN5 PPI,ABCB6 inh 2,Glyco luc inh,MC4R antag cAMP,MC4R ag barr,CaV13 ICDI inh
O=C(Cc1cccs1)N1CCC(c2nc3c(nnn3Cc3ccccc3Cl)c(=O)[nH]2)CC1,-5,1,-2,4,64*,5,-21,-0.3,-3

The main list resumes with the two entries that preceded the break.
SMILES	Granule exo inh	PDI inh	H9c2 protect	m5-HT2A agonist	ABHD5 PLIN5 PPI	ABCB6 inh 2	Glyco luc inh	MC4R antag cAMP	MC4R ag barr	CaV13 ICDI inh
O=C(Cc1ccc([N+](=O)[O-])cc1)NCc1ccccn1	-1	0	-4	-2	-1	97	1	4	-2.0	5
COc1cc(C(=O)NC2=NCCS2)cc(OC)c1OC	0	15	16	3	-2	86	5	3	-1.1	3
Cc1ccc(NC(=S)N(Cc2cccs2)Cc2cc3cccc(C)c3[nH]c2=O)cc1	-8	1	-4	8	-1	96	-15	4	-1.4	-5
COc1ccc(NC(=O)CN2CCN(CC(=O)Nc3ccc(F)cc3)CC2)cc1Cl	4	-1	-2	3	0	98	1	6	-0.1	-4
COCCCNC1CS(=O)(=O)CC1O (centres undefined)	12	1	2	4	2	97	0	-1	-0.4	9
CCOc1ccccc1NC(=O)C12CC3CC(C1)CC(c1ccc(C)cc1)(C3)C2	4	3	-8	-2	-6	97	-5	7	0.0	-3
CC(C)(C)n1cnc2cc(NS(=O)(=O)c3ccc(Br)cc3)ccc21	0	-2	-24	4	2	89	0	3	0.3	nt
O=C1Nc2ccccc2C(O)(C(=O)NC2CC2)N1c1ccc(Cl)c(Cl)c1 (centres undefined)	3	-1	18	4	0	94	1	0	-0.5	-5
O=C(OCc1cn([C@H]2CN(CC3CCCCC3)[C@@H](c3ccc(Cl)cc3)C[C@@H]2O)nn1)c1ccccc1	4	-13	-32	2	0	106	-7	6	-0.2	-5
Cc1c(Cl)cccc1NC(=O)Nn1cnnc1	5	0	-1	7	3	96	0	5	-1.5	-3
O=C(Nc1ccc(Cl)cc1)c1ccc2sc([C@@H]3O[C@H](CO)[C@@H](O)[C@H]3O)nc2c1	8	-3	10	-3	-3	86	0	15	0.3	-11
CC(C)(C)c1ccc(C(=O)NCc2nnc(SCC(=O)N3CCCc4ccccc43)n2-c2ccccc2)cc1	-1	7	6	-2	-9	99	-3	7	-0.9	-20
COc1ccc(OC)c(CNC(=O)C2CCN(S(=O)(=O)N3CCC(C)CC3)CC2)c1	-2	-3	5	2	-5	97	1	5	-1.4	-4
COCc1[nH]nc2c1C(c1ccc(OC)cc1)C(C#N)=C(N)O2 (centres undefined)	-1	-12	23	7	-2	88	1	-1	0.0	-4
O=C(Nc1cccc(Cl)c1)C1CCCN(S(=O)(=O)c2cnc[nH]2)C1 (centres undefined)	0	-4	0	-2	5	101	4	3	-0.5	-8
Cc1ccccc1-c1nsc(SCC(=O)c2ccc(Cl)cc2)n1	-4	4	-7	0	-11	104	-1	10	-1.2	-3
CNC(=O)CN(C1CCCCC1)S(=O)(=O)c1ccc(F)cc1	0	-4	2	-1	-2	92	-1	9	-1.5	-8
COc1ccc(/C=C/C(=O)OCC(=O)NCCCc2ccccc2)cc1OC	-1	-2	-2	-1	2	102	0	4	-2.1	-2
